# Rpn11 inh: blocks the human proteasome subunit Rpn11; O00487; human 26S proteasome, Ub4-pepOG fluorescence polarization; 20S core pre-blocked with epoxomicin; calls only at 20 µM; 360,000 tested, 0.59% active; AID 588493;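 active = inhibition at 20 µM, scaled to each plate's controls, above about 33%, limit read from the data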
# Target sequence (O00487 whole entry, looked up): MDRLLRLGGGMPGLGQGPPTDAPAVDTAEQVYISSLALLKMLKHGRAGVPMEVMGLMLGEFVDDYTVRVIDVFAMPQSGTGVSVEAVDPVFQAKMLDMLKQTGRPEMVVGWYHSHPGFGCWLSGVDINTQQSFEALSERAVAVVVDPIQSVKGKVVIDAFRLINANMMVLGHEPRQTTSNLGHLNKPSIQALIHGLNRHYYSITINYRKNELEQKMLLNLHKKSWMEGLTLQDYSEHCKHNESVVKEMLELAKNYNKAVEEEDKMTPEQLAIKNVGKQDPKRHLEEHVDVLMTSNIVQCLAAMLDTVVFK
# FAS-TE inh: FAS thioesterase (human) inhibition; P49327; recombinant FAS-TE, OMFH fluorogenic substrate, fluorescence endpoint; inhibition, % at 15 µM; 360,000 tested, 0.67% active;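 active = compounds whose normalised, plate-corrected inhibition of enzyme fluorescence in the single-dose primary screen is 50% or more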;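 also: 0% = DMSO with enzyme and 100% = substrate without enzyme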
# MT1-MMP act inh: inhibitors of human MT1-MMP activation. P50281. GFP/RFP ratio change, % at 20 µM. HT1080 RFP-PRO-GFP cells, GFP/RFP ratio fluorescence, overnight; percent of plate control window, DMSO zero. 360,000 tested, 0.061% active;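 active = GFP/RFP ratio change of at least 30% with cell ATP level not reduced by more than half and red fluorescence within 50% of control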; also: strong numbers were not always called active
#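 Compound: 20 µM single dose, 1% DMSO / System: HT1080 RFP-PRO-GFP cells / Controls: DMSO and RFP-L50D-GFP cell wells / Read-out basis: GFP/RFP fluorescence ratio / Schedule: overnight compound exposure at 37 °C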
# NadD inh: inhibitors of Staphylococcus aureus NadD; purified NadD enzyme, colorimetric absorbance read-out; inhibition, % at 20 µM; 360,000 tested, 0.78% active; AID 602399; in the data active = inhibition above about 26%; also: some compounds past the cut are filed as inactive
# MLLE-PAM2 inh: inhibitors of microRNA-mediated deadenylation, human PABP1 MLLE binding; P11940; 360,000 tested, 0.36% active; GST-MLLE / FITC-PAM2 fluorescence polarization; inhibition, % at 20 µM; in the data active = inhibition above about 35%, passing the limit was not always enough;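 also: plate controls were DMSO wells with GST-MLLE for no effect and wells lacking GST-MLLE protein for full effect; some results filed as inactive read as strong as hits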
# Target sequence (P11940 whole entry, looked up): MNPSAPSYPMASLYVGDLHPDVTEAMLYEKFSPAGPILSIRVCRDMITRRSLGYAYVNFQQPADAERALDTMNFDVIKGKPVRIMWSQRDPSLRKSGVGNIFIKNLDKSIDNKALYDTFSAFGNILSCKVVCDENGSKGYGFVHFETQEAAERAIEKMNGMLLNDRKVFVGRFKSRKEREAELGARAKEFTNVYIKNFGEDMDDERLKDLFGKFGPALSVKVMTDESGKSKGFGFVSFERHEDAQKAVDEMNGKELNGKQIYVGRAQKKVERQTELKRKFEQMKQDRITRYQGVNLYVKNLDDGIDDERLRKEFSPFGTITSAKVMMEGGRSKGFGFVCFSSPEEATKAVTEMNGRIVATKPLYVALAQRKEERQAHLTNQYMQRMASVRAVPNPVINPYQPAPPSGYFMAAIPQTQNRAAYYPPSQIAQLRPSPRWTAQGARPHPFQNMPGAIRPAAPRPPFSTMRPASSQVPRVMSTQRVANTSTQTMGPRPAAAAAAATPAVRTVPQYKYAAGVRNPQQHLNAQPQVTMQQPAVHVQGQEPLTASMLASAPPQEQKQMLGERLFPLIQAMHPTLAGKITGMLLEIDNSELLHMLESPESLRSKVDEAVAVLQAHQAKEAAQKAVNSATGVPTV
# CSN inh: blocks human CSN-mediated cullin deneddylation; Q92905; Purified CSN, SCF-Nedd8-OG deneddylation, fluorescence polarization; inhibition, % at 12.5 µM; 360,000 tested, 0.38% active; AID 651999;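 active = pattern-corrected inhibition above about 35%, with an unprinted fluorescence ratio check between 0.5 and 1.5, limit read from the data, passing the limit was not always enough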;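 also: 0% = enzyme with substrate and 100% = substrate without enzyme; some results filed as inactive read as strong as hits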
#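 Material: purified human Csn5 enzyme expressed in HEK293T cells / Medium: Tris buffer pH 7.5, NaCl, DTT, Tween-20, trehalose, ovalbumin / Compound dosing: 12.5 µM single point / Schedule: 90 min incubation of compound, enzyme and substrate at room temperature / Signal: fluorescence polarization of the substrate / Control set: no-enzyme wells high, enzyme-with-substrate wells low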
# Rin1-Abl PPI inh: human Rin1-Abl interaction inhibition | TR-FRET Rin1/Abl binding, biochemical | inhibition, % at 7.35 µM | AID 588664 | 360,000 tested, 0.4% active; in the data active = inhibition above about 5%, passing the limit was not always enough
# Neddyl block: cullin neddylation inhibition. TR-FRET cullin neddylation, biochemical. calls only at 25 µM. P61081+Q13564. 360,000 tested, 0.58% active; in the data active = inhibition above about 36%
# SKN-1 inh: C. elegans SKN-1 inhibition. C. elegans VP596 Pgst-4::GFP/RFP ratio, acrylamide-induced, 24 h. inhibition, % at 21.8 µM. 360,000 tested, 0.49% active;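 active = interference check ratio from 0.5 to 1.5 plus GFP to RFP signal ratio inhibition reaching or exceeding a fixed threshold, cut at about 30% in these data, passing the limit was not always enough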; also: some compounds called inactive have numbers as strong as hits
# * = called active by the depositor; i = inactive; nt = no result given. Random draw from the library; 3.9% or so of the library scored in one or more.
SMILES	Rpn11 inh	FAS-TE inh	MT1-MMP act inh	NadD inh	MLLE-PAM2 inh	CSN inh	Rin1-Abl PPI inh	Neddyl block	SKN-1 inh
Cc1ccc(-c2csc(NC(=O)CCNC(=O)c3ccc(Cl)cc3)n2)cc1	i	-1	-2	8	8	-14	-1	i	3
COc1ccc(S(=O)(=O)NCCc2ccc(F)cc2)cc1	i	-5	-1	-2	6	1	3	i	2
Cc1cc(C(=O)CN2C(=O)NC(CC(C)C)C2=O)c(C)n1-c1ccccc1F (centres undefined)	i	-6	3	1	4	1	1	i	4
CCC(C)N(C(=O)COC(=O)Cc1n[nH]c(=O)c2ccccc12)C1CCS(=O)(=O)C1 (centres undefined)	i	-7	-3	-4	-1	-6	-1	i	2
CCCc1nnc(NC(=O)CCC(=O)N2CCN(Cc3ccc(Cl)cc3)CC2)s1	i	-6	0	0	13	-1	-2	i	-4
O=C(Nc1cc2c3c(c1)CC(=O)N3CCC2)c1ccco1	i	-5	3	-5	0	6	-1	i	0
COCCn1nnnc1C(c1ccc(OC)cc1)N1CCN(c2ccccc2F)CC1 (centres undefined)	i	4	0	-4	8	4	4	i	7
CC(=O)Nc1ccc(S(=O)(=O)NCC2CCC(C(=O)NC(C)c3ccccc3)CC2)cc1 (centres undefined)	i	-2	0	3	13	15	2	i	25
c1ccc(Cn2c(CSc3nnnn3-c3ccccc3)nc3ccccc32)cc1	i	18	-1	4	-7	0	3	i	1
CC(SC1=NCCN1S(=O)(=O)c1ccc(F)cc1)c1ccccc1 (centres undefined)	i	31	-2	-1	5	0	2	i	4
Cc1nn(C)cc1C(C(=O)NC1CCCCC1)N(C(=O)Cc1cccs1)c1ccc(Cl)cc1 (centres undefined)	i	8	5	5	0	-7	-5	i	-8
COc1ccc(CN2CCC[C@]3(N[C@H](c4ccc(C(F)(F)F)cc4)[C@@H]4C(=O)N(Cc5ccccc5)C(=O)[C@@H]43)C2=O)cc1	i	35	0	4	0	-1	-2	i	14
CC(=O)Nc1ccc(S(=O)(=O)NNC(=O)C(=O)NNc2ccccn2)cc1	i	-7	1	-1	7	-2	-7	i	-6
CCOC(=O)c1ccc[n+](CC(=O)Nc2cc(C(F)(F)F)ccc2Cl)c1	i	-3	-17	-4	-119	8	-1	i	1
CCOC(=O)CC(=O)CSc1nc(C)cc(-c2cccnc2)c1C#N	i	-4	3	1	10	-2	2	i	-8
COc1ccc(OC)c(Nc2cc(C)nc3ccc(C)cc23)c1	i	-2	-9	-5	-4	0	-3	i	4
CCN1CCN(C(=O)C2CCC(CNS(=O)(=O)c3ccccc3)CC2)CC1 (centres undefined)	i	-12	-2	-1	-7	2	-2	i	2
CCOc1ncccc1C(=O)OCc1cc(=O)oc2c(C)c(C)ccc12	i	-2	2	-7	1	0	-3	i	-6
COC(=O)c1sccc1NC(=O)CSCCc1ccccn1	i	-6	4	-2	5	0	2	i	-2
CC(C)c1ccc(S(=O)(=O)NC2CCCC2)cc1	i	1	2	-2	2	-3	2	i	-5
O=c1cc(-c2ccc(O)cc2)oc2c([C@@H]3O[C@H](CO)[C@@H](O)[C@H](O)[C@H]3O)c(O)c([C@@H]3O[C@H](CO)[C@@H](O)[C@H](O)[C@H]3O)c(O)c12	i	-10	4	0	-2	2	1	i	-8
Cc1ccc(S(=O)(=O)N2CCSC2)cc1C	i	-1	-6	-2	28	-1	-1	i	5
CC(=O)N(C)c1ccc(NC(=O)Cc2cccs2)cc1	i	-4	1	1	15	2	-1	i	-9
O=Cc1ccc2noc(-c3ccc(F)cc3)c2c1	i	-7	-30	4	113	-14	0	i	-12
CC(=O)N[C@@H](C)c1nc2ccccc2n1CCCN1CCN(c2nc(-c3ccc(C)cc3)cs2)CC1	i	-3	0	-10	-4	-2	4	i	0
Cc1ccc(N(C(=O)Cn2nnc3ccccc32)C(C(=O)NCc2ccco2)c2ccc(C)o2)cc1 (centres undefined)	i	-3	-3	-1	4	-3	2	i	3
O=C(NCc1n[nH]c(=S)n1-c1cccc(C(F)(F)F)c1)c1ccco1	i	-7	5	1	-24	4	3	i	-6
CC(C#N)Sc1nnc(Nc2ccccc2)s1 (centres undefined)	i	-1	5	2	-4	-3	0	i	-1
CC(C)C[C@@H](CN1CCC[C@@H]1CN1C(=S)NC[C@@H]1Cc1ccccc1)N1C[C@H](Cc2ccc(O)cc2)N(CCc2ccccc2)C1=S	i	-86	0	19	16	1	4	i	0
CCOC(=O)Cn1cc(/C=C(\C#N)C(=O)N2CCOCC2)c2ccccc21	i	-4	2	-4	4	-2	-3	i	-9
Clc1cccc(OCCN2CCCC2)c1	i	-2	1	-4	-15	1	-1	i	10
CCOc1ccc(OCCC(=O)OCC(=O)Nc2ccc(N3CCOCC3)cc2)cc1	i	-1	-5	-1	-44	-1	0	i	16
COC(=O)c1cc2ccccc2c(-c2c(O)ccc3ccccc23)c1O	i	32	-7	4	6	9	1	i	-4
Cc1cccc(S(=O)(=O)N2CCCc3ccccc32)c1	i	13	0	-7	11	-2	1	i	15
CCNC(=O)C1(C)CCCN1C(=O)c1ccc(N(C)C)cc1 (centres undefined)	i	-4	-6	2	1	1	-3	i	3
O=C(CSc1nnc(-c2ccco2)n1Cc1ccco1)NCc1cccs1	i	-6	3	6	-3	1	1	i	13
CC(C)C[C@H]1CNC(=S)N1CC1CCCN1C[C@H](Cc1ccc(O)cc1)N1C[C@H](Cc2ccccc2)N(CC2CCCCC2)C1=S (some centres undefined)	i	-78	-11	28	-15	-3	1	i	0
CCNS(=O)(=O)c1ccc(C(=O)OCC(=O)N2CCCc3ccccc32)cc1	i	1	2	1	-7	-2	1	i	1
CC(=O)NC1C(=O)N(C)c2ccc(Br)cc21 (centres undefined)	i	-5	4	0	-1	1	1	i	3
COc1cc(OC)cc(C(=O)NC(C(=O)NCCc2ccccn2)C(C)C)c1 (centres undefined)	i	-2	-4	-9	6	-2	5	i	12
Cc1ccc2c(c1)nnn2C1CCN(C(=O)NCc2ccccc2)CC1	i	0	7	0	0	-4	1	i	-9
O=S(=O)(Nc1ccccc1N1CCOCC1)c1ccccc1C(F)(F)F	i	6	7	-5	11	-1	4	i	12
O=C(c1ccccc1)N1CCN(c2ccc([N+](=O)[O-])cc2-n2cccc2)CC1	i	38	-7	-2	-1	1	0	i	14
Cc1ccc(NS(=O)(=O)c2c(C)ccc3nsnc23)c([N+](=O)[O-])c1	i	9	-5	1	3	-1	3	i	2
OCCN(CCO)c1cc2c3ccccc3ccc2c2ccccc12	i	-1	3	-9	8	45*	0	i	-10
Cc1ccccc1-c1cc(C(=O)NCc2cccc(C(F)(F)F)c2)n(CC2CC(c3cccnc3)=NO2)n1 (centres undefined)	i	21	-5	4	4	-3	-4	i	-3
O=c1c2c(nc3n1CCCCC3)-c1ccccc1CC21CCCC1	i	18	3	0	-12	-1	2	i	5
COc1ccc(CN2C(=O)C(CC(=O)NCc3cccs3)CC(C(=O)N(C(C)C)C(C)C)=C2C)cc1 (centres undefined)	i	0	4	8	15	-4	-3	i	0
CCOC(=O)c1ccc2nc(NC(=O)c3ccco3)sc2c1	i	-4	-1	-10	3	2	-4	nt	20
Cc1ccc(NC(=O)CSc2nnc(C)n2CC2CCCO2)cc1 (centres undefined)	i	-11	-2	-1	2	-1	1	i	8
NC(=S)N/N=C/c1ccc(Br)o1	i	-5	0	-4	4	2	3	i	0
COc1ccc(/C=N/NC(=S)Nc2cc(C(F)(F)F)ccc2Cl)cc1	i	1	0	-1	-7	-3	1	i	18
CC1(c2nnc(Cc3ccccc3)o2)CC(c2ccc(F)cc2)=NO1 (centres undefined)	i	-9	-2	-4	-4	-1	-1	i	-8
COc1ccccc1NC(=O)CCN1C(=O)C2CC=CCC2C1=O (centres undefined)	i	-10	-2	-2	-9	0	2	i	3
COc1cccc(C2=NOC(C(=O)Nc3ccc4c(c3)OCO4)C2)c1OC (centres undefined)	i	2	2	-2	8	-6	0	i	-18
O=C(CCC(=O)N1CCOc2ccccc21)NCCCN1CCCCC1	i	-6	2	-2	8	1	3	i	-11
CCOc1ccc(/C=C2\CCC(C3CCCC3)C2=O)cc1OC (centres undefined)	i	14	1	-5	-3	2	-2	i	-15
CCC(CC)NC(=O)Cc1ccc(F)cc1	i	-3	2	-4	-3	-1	0	i	12
CCOC(=O)c1ccc(NC(=O)C2CCN(S(=O)(=O)c3ccccc3)CC2)cc1	i	20	2	-11	-5	2	-6	i	-3
Cc1c(C(=O)N/N=C/c2cccc(O)c2)nnn1-c1nonc1N	i	-6	4	-4	3	5	1	i	5

# In a second layout: entries from further up.
# Sequence of screens – Rpn11 inh	FAS-TE inh	MT1-MMP act inh	NadD inh	MLLE-PAM2 inh	CSN inh	Rin1-Abl PPI inh	Neddyl block	SKN-1 inh
> COc1ccc(CN2C(=O)C(CC(=O)NCc3cccs3)CC(C(=O)N(C(C)C)C(C)C)=C2C)cc1 (centres undefined)
  i	0	4	8	15	-4	-3	i	0
> CCOC(=O)c1ccc2nc(NC(=O)c3ccco3)sc2c1
  i	-4	-1	-10	3	2	-4	nt	20
> Cc1ccc(NC(=O)CSc2nnc(C)n2CC2CCCO2)cc1 (centres undefined)
  i	-11	-2	-1	2	-1	1	i	8

# Following part.
SMILES	Rpn11 inh	FAS-TE inh	MT1-MMP act inh	NadD inh	MLLE-PAM2 inh	CSN inh	Rin1-Abl PPI inh	Neddyl block	SKN-1 inh
Cc1cc(=O)oc2cc(Oc3ccc(C(N)=O)cc3[N+](=O)[O-])ccc12	i	5	2	-3	-2	-5	0	i	-13
Nc1c(Cl)cc(C2=NCCn3c2c2ccc([N+](=O)[O-])cc2[n+]3[O-])cc1Cl	i	-10	-15	9	-7	3	-11	i	10
CCOC(=O)c1cnc(SC)nc1Oc1cccc(NS(=O)(=O)c2ccccc2)c1	i	16	-2	3	-13	-1	2	i	-3
Cc1ccc(CNC(=O)C2CCN(S(=O)(=O)c3cccnc3)CC2)cc1	i	0	0	2	9	5	1	i	4
Cc1ccccc1OCCC(=O)N1CCN(S(=O)(=O)c2ccccc2F)CC1	i	4	0	-1	5	2	1	i	6
O=C(CCCCn1c(=O)c2ccccc2n(Cc2ccc(Cl)cc2)c1=O)NCc1ccco1	i	11	-4	-3	4	-1	-3	i	9
O=C(COC(=O)c1ccccn1)NCc1ccc(Cl)cc1Cl	i	-5	2	3	-6	-3	2	i	-11
CCn1c(SCC(=O)NC2CC2)nnc1-c1ccc(C)cc1	i	-6	-2	1	-3	-2	-4	i	7
COc1ccccc1NC(=O)Cc1noc(CSc2nnc(C)s2)n1	i	-8	-5	-3	-14	2	2	i	-2
O=NN(C(=O)NC1CCC(C(=O)O)CC1)C1CCC(C(=O)O)CC1 (centres undefined)	i	-4	3	-2	-7	-2	-1	i	3
COC(=O)c1cc(-c2c(-c3cc(OC)c(OC)c(OC)c3)noc2C)cc([N+](=O)[O-])c1	i	6	2	-3	12	-2	3	i	-2
CCOc1ccc(/C=N/NC(=O)c2ccoc2C)cc1OC	i	-2	-4	-6	-6	5	-1	i	-7

# Screens deposited in PubChem BioAssay by several laboratories.
